High-throughput results as filed in PubChem.
PERK inhibitor = block of dimerizer-induced PERK translation repression, primary screen, PERK inhibitor project, CHO PERK-DD cells, SEAP luminescence, HTS; Eukaryotic translation initiation factor 2-alpha kinase 3 (Homo sapiens), Q9NZJ5; CHO PERK-DD fusion, SEAP luminescence translation reporter; inhibition, % at 5.6 µM; actives 0.17% (n = 220,000); AID 1416, 2008;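 active = inhibition above the mean inhibition of all tested compounds plus 3 SD, set separately per screening campaign, cut at about 2.9% in these data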;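 note: PERK kinase domain activated by AP20187 dimerizer at 100 nM; 0% = DMSO with dimerizer and 100% = rapamycin at 8.4 µM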
S1P4 antagonist = S1P4 receptor antagonists, primary screen, cell-based | Sphingosine 1-phosphate receptor 4 (Homo sapiens), O95977 | S1P4-expressing cells, antagonist mode, reporter read-out | inhibition, % at 4.98 µM | actives 0.26% (n = 220,000) | AID 1510, 2009; in the data active = inhibition above about 29%;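 note: 0% = wells stimulated with agonist and 100% = vehicle wells without agonist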
Target sequence (O95977 whole entry, looked up): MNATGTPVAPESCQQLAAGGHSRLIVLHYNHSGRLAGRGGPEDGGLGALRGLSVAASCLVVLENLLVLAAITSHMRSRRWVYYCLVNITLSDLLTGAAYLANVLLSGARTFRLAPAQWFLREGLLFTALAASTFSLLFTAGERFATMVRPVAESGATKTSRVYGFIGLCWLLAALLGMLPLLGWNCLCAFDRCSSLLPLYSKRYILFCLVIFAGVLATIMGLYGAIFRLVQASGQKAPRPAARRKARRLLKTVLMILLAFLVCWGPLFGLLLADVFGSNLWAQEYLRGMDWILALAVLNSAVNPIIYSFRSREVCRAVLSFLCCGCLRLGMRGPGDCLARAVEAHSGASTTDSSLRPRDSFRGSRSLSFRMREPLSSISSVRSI
S1P4 agonist = S1P4 receptor agonists, primary screen, cell-based | AID 1509, 2009 | Sphingosine 1-phosphate receptor 4 (Homo sapiens), O95977 | activation, % at 4.98 µM | S1P4-expressing cell line, agonist reporter assay | actives 0.35% (n = 220,000); in the data active = activation above about 11%;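 note: 0% = DMSO vehicle and 100% = reference agonist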
Ba/F3 V617F tox = reduced viability of JAK2V617F-dependent Ba/F3 cells, primary screen, JAK2V617F inhibitor project, cell-based, Ba/F3 EpoR-JAK2V617F, luminescence; ATP luminescence; inhibition, % at 5.6 µM; actives 1.1% (n = 220,000); AID 1446, 2008;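 active = inhibition above the campaign mean plus 3 SD over all tested compounds, cut at about 24% in these data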;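 note: cytokine-independent growth of Ba/F3 cells driven by EpoR plus mutant JAK2; 0% = DMSO-treated cells and 100% = JAK inhibitor I control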
Calpain2 inh = inhibitors of pig calpain II, primary screen, biochemical, fluorogenic peptide substrate, 1536-well | purified calpain II, 30 min | inhibition, % at 16 µM | actives 0.37% (n = 220,000) | AID 1236, 2008;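 active = inhibition above about 50%, limit read from the data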
TRPML3 agonist = human TRPML3 channel agonists, primary screen, cell-based, HEK293 TRPML3-YFP, Fluo-8 calcium fluorescence, 3 µM; 100% = the carbachol control signal; activation, % at 3 µM; actives 0.29% (n = 220,000); AID 1448, 2008;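 active = activation above its plate's cutoff, the mean activation of the plate's test wells plus 3 SD, cut at about 12% in these data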;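 note: 0% = DMSO only wells and 100% = carbachol wells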
Target sequence (Q8TDD5 whole entry, looked up): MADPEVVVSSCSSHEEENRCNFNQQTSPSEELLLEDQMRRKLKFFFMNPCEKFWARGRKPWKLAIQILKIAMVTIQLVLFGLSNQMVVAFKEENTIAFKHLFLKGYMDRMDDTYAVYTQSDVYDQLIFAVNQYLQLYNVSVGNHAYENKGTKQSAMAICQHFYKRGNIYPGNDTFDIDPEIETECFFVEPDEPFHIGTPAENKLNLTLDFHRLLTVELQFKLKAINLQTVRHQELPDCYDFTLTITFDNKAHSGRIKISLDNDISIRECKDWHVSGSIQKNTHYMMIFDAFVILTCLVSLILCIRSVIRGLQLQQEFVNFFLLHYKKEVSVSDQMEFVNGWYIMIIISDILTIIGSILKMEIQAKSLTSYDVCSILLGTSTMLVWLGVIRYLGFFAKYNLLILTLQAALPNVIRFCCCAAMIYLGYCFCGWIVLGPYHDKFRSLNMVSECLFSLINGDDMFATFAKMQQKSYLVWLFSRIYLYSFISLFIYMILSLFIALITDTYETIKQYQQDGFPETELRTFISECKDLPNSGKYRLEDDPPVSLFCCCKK
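Test system: TRPML3-YFP stable HEK293 cells. Doses: single point at 3 µM. Incubation: dye loading 1 h 37 °C then 30 min ambient, 125 s read. Signal: Fluo-8 calcium dye fluorescence, ex 470-495, em 515-575 nm. Measure: percent activation from peak-to-basal fluorescence ratio, scaled between DMSO and carbachol.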
TRPN1 ag = zebrafish TRPN1 channel agonists, primary screen, cell-based, HEK293, calcium fluorescence | HEK293 zebrafish TRPN1-YFP, Fluo-8 calcium fluorescence; 100% = response to 87 µM carbachol | activation, % at 3 µM | actives 0.18% (n = 220,000) | transient receptor potential cation channel N1 (TRPN1/NompC), Danio rerio;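 active = activation above its plate's cutoff, the mean activation of test wells on that plate plus 3 SD, cut at about 19% in these data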;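 note: 0% = DMSO alone and 100% = 87 µM carbachol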
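System: zebrafish TRPN1-YFP in HEK293 cells / Dosing: 3 µM single point / Timing: dye loading 1 h at 37 °C, then 30 min room temperature / Signal: Fluo-8 calcium fluorescence, excitation 470-495 nm, emission 515-575 nm / Read-out basis: percent activation from peak over basal fluorescence ratio, control-normalized / Control set: high carbachol 87 µM, low DMSO alone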
BaF3 parental = parental Ba/F3 cell viability inhibition, counter-screen for JAK2V617F inhibitor project, murine pro-B, CellTiter-Glo luminescence; CellTiter-Glo ATP luminescence; inhibition, % at 5.6 µM; actives 1.1% (n = 220,000); AID 1486, 2009;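 active = inhibition above a per-campaign cutoff, the mean inhibition of all tested compounds plus 3 SD, cut at about 27% in these data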;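 note: 0% = DMSO wells and 100% = JAK Inhibitor I control wells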
EP2 modulator = EP2 receptor modulators, cAMP readout, primary screen, cell-based, HTRF cAMP, PGE2 stimulation | Prostaglandin E2 receptor EP2 subtype (Homo sapiens), P43116 | EP2-expressing cells, cAMP HTRF FRET, PGE2 co-stimulation | induction, % at 25 µM | actives 0.83% (n = 260,000) | AID 940, 2007;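 active = compounds whose cAMP rise, as percent of the full-agonist control response, exceeds 60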;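 note: rat C6 glioma line stably carrying human EP2 under a CMV promoter; the protocol text gives 20 µM as final concentration; 100% = response of wells given 1 µM PGE2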
Active calls of the source: *; i = inactive; / = no result given; & = joins results of further samples. Compounds as they come; overall some 3.6% were active at least once.

SMILES	PERK inhibitor	S1P4 antagonist	S1P4 agonist	Ba/F3 V617F tox	Calpain2 inh	TRPML3 agonist	TRPN1 ag	BaF3 parental	EP2 modulator
CCCCCNC(=O)c1cc(S(=O)(=O)N2CCCCC2)ccc1F	0.3	3	1.4	0	-6	0.7	1.0	10	-9
COC(=O)C(Cc1c[nH]c2ccccc12)N1CCS(=O)(=O)CC1 (configuration not stated)	0.1	-10	1.0	3	-12	0.3	0.5	9	-5
O=C(OCCN=C1NS(=O)(=O)c2ccccc21)c1ccncc1	0.5	-27	0.9	-2	-20	-0.1	0.9	2	4
CC1CCCC(NC(=O)c2cn(C)c3ccc(S(=O)(=O)N4CCCC4)cc3c2=O)C1C (configuration not stated)	-0.7	-6	-0.1	3	-28	0.9	1.7	2	1
Fc1ccccc1CSc1nnc(Cn2cnc3ccccc32)n1-c1ccccc1	-1.1	8	3.1	-4	0	0.6	-0.7	5	10
Cc1cccc(Cn2nc(C)cc2NC(=O)Cn2cc([N+](=O)[O-])cn2)c1	0.6	0	-0.7	2	8	0.3	0.8	3	-15
CCOC(=O)N1CCN(C(=O)C2CCN(S(=O)(=O)N(CC)CC)CC2)CC1	-0.1	9	1.2	2	27	0.5	-0.6	3	-30
CCC1(C)OC(=O)NN(c2ccc(C)cc2)C1(C)O (configuration not stated)	0.2	4	-2.8	1	-5	0.6	1.0	5	11
c1ccc(-c2nc(-c3ccco3)cs2)nc1	0.0	-15	-3.9	-4	-304	0.3	0.3	4	-1
O=C(O)CSCC(=O)N1CCCCC1	0.3	-1	2.3	-4	-24	-0.2	0.3	3	-12&29
O=C(Cc1ccc(F)cc1)NC1CCSC1=O (configuration not stated)	0.1	-15	0.8	1	-4	0.9	-0.1	2	17
CCN(CC)c1ccc(C2C(C(C)=O)C(=O)CC(C)(O)C2C(C)=O)cc1 (configuration not stated)	0.2	-11	-1.9	-1	/	0.9	-0.7	3	/
COc1ccc(/C=C/C(=O)OCC(=O)NC2CCCC(C)C2C)cc1S(=O)(=O)N1CCOCC1 (configuration not stated)	-0.6	-11	2.1	0	-31	1.0	0.3	8	-9
CCN(CC)S(=O)(=O)c1ccc(Cl)c(C(=O)NCc2ccccc2Cl)c1	-0.8	2	0.3	-2	2	0.0	0.2	3	-10
O=C(CSc1nnc(CNC(=O)c2cccs2)o1)c1ccccc1	-0.8	2	-1.4	5	-10	0.7	0.2	7	-12

Full records as entered above:
CC1CCCC(NC(=O)c2cn(C)c3ccc(S(=O)(=O)N4CCCC4)cc3c2=O)C1C (configuration not stated) across the screens: PERK inhibitor = -0.7; S1P4 antagonist = -6; S1P4 agonist = -0.1; Ba/F3 V617F tox = 3; Calpain2 inh = -28; TRPML3 agonist = 0.9; TRPN1 ag = 1.7; BaF3 parental = 2; EP2 modulator = 1
CCC1(C)OC(=O)NN(c2ccc(C)cc2)C1(C)O (configuration not stated) across the screens: PERK inhibitor = 0.2; S1P4 antagonist = 4; S1P4 agonist = -2.8; Ba/F3 V617F tox = 1; Calpain2 inh = -5; TRPML3 agonist = 0.6; TRPN1 ag = 1.0; BaF3 parental = 5; EP2 modulator = 11

The results go on:
SMILES	PERK inhibitor	S1P4 antagonist	S1P4 agonist	Ba/F3 V617F tox	Calpain2 inh	TRPML3 agonist	TRPN1 ag	BaF3 parental	EP2 modulator
CCCCN(CC)C(=O)CSc1nc2n[nH]c(C)c2c(=N)n1-c1cccc(C)c1	-0.9	-25	0.8	8	-36	-0.8	-2.1	3	30
COc1ccc(NC(=O)CC(C)c2ccccc2)c([N+](=O)[O-])c1 (configuration not stated)	0.1	-8	0.5	-1	-10	-0.2	-1.7	5	28
CCOC(=O)Cn1nnnc1C(CC)N(Cc1cccs1)Cc1cc2cc(C)ccc2[nH]c1=O (configuration not stated)	-1.2	-20	0.3	4	-20	0.0	-1.1	5	44
CCOc1nc(NCCO)nc(Nc2ccccc2F)n1	0.3	10	0.7	-1	-21	0.6	0.5	4	12&8
Cc1sc(NC(=O)c2cccc([N+](=O)[O-])c2)c(C(N)=O)c1-c1ccc(C(C)(C)C)cc1	0.6	-16	0.8	-6	-35	-0.4	-1.2	-1	33
COc1ccc(-n2nnnc2-c2nc3ccccc3s2)cc1	1.0	-29	-0.2	-2	-86	0.1	1.0	2	-10
CCC(Sc1nc2ccccc2c2nc3ccccc3n12)C(=O)NCc1ccco1 (configuration not stated)	-0.1	-4	-1.0	-1	-59	0.2	0.1	3	14
COc1ccc(/C=C(\NC(=O)c2ccccc2)C(=O)NC2CCS(=O)(=O)C2)cc1 (configuration not stated)	0.9	4	-0.3	-2	-23	1.0	0.2	-2	-26
CC(=O)c1cccc(CN2CCCC(C(=O)c3ccc4c(c3)OCO4)C2)c1 (configuration not stated)	-0.4	-2	1.4	1	-6	0.9	-0.7	8	-63
CCN(CC)C(=O)N1CCN(Cc2ccc3c(c2)OCO3)CC1	0.5	-11	-1.9	-4	14	1.2	0.7	3	-33
COc1ccc(NC(=S)NC(NC(=O)c2ccc(Cl)cc2Cl)C(Cl)(Cl)Cl)c([N+](=O)[O-])c1 (configuration not stated)	-0.6	7	1.0	0	-187	-0.6	-0.5	9	8
CCOC(=O)CNC(=S)n1cnc(N)n1	0.8	-11	-1.6	6	21	0.6	1.1	3	0
Cn1c(=O)c2[nH]c(NCCCN3CCOCC3)nc2n(C)c1=O	0.5	2	3.1	-4	-14	0.5	-0.4	2	8
CCOCCCNS(=O)(=O)c1ccc2c(c1)OCCO2	-0.8	-12	0.0	-4	2	-0.6	0.6	1	19&17
CC(C)(C)c1ccc(C(=O)Nc2ccc(S(N)(=O)=O)cc2)cc1	-0.3	-11	1.5	1	25	-0.6	-2.3	-4	6
N#Cc1cnc(SCC(=O)NNC(=O)COc2cccc3ccccc23)nc1N	0.5	-5	2.7	-2	8	-0.3	0.9	5	-7
O=C(NCc1ccc2c(c1)OCO2)c1cc2c(s1)CS(=O)(=O)C2	-0.2	-2	1.5	2	-61	0.5	0.4	5	-24
CCC(C)NC(=O)C1c2ccccc2Oc2ccccc21 (configuration not stated)	0.9	8	16*	-5	1	-1.4	-2.3	3	4
CCc1ccc(CN(C)C(=O)CC2C(=O)NCCN2Cc2ccoc2)cc1 (configuration not stated)	0.4	3	-0.9	4	11	0.4	-0.2	9	-5
O=C(CSCc1cccc(Cl)c1)NCc1ccc2c(c1)OCO2	0.4	-25	1.9	0	10	-1.8	-4.2	3	-23
COc1ccc(-c2c[n+]3c4n2CCCCC4=C(c2ccccc2)C3)cc1	0.5	-12	0.5	-1	i	0.4	-1.1	5	-15
Cc1nc2ncccn2c1-c1csc(Nc2ccc(N(C)C)cc2)n1	-0.3	-13	1.2	79*	-2	-0.5	-1.7	81*	-5
COc1cc(/C=N/n2c(-c3n[nH]c4c3CCC4)n[nH]c2=S)cc(OC)c1O	0.3	-7	0.7	1	-23	0.9	-0.7	-8	42
CCOC(=O)CNC(=O)c1cc(OC)cc(OC)c1	1.7	5	-0.3	-1	-28	0.8	0.1	1	22
Cc1cc(C)cc(NC(=O)CCc2nc3ccccc3[nH]2)c1	-0.2	-13	0.1	3	23	-0.9	0.6	3	-36
CC1=C(C(=O)Nc2ccc(F)cc2)C(c2cccc(C)c2)n2nc(CCCO)nc2N1 (configuration not stated)	0.5	-5	-0.1	-1	-10	1.0	0.8	3	8
CCCCNC(=O)C1CCCN1C(=O)NC1CCCCC1 (configuration not stated)	2.2	4	0.0	1	24	0.2	0.1	5	37
C=CCc1cccc([C@@H]2[C@@H](C)CC[C@H]3C(=O)N4[C@@H](c5cc(OC)c(OC)c(OC)c5)c5[nH]c6ccccc6c5C[C@H]4C(=O)N23)c1	-0.7	10	0.0	-4	-54	0.2	3.2	-1	-29
CC(C)Oc1ccc(C(=O)NCC(=O)O)cc1	1.1	-3	0.0	-3	0	0.9	1.9	0	24
COc1cc2c(cc1NC(=O)Nc1ccc(C)cc1)oc1ccccc12	1.2	-2	-3.2	-5	16	0.6	-1.2	1	-10
Cc1ccc2oc(=O)n(CCOc3ccccc3)c2c1	0.2	-10	0.7	-3	3	-0.9	-2.2	5	20
O=C1C2C3C=CC(C3)C2C(=O)N1Nc1ccccc1 (configuration not stated)	0.3	-6	0.9	-5	-2	0.2	3.3	1	12
O=c1oc2ccccc2c2c1ncn2C1CCCCC1	-0.2	-36	-1.4	-3	21	0.6	1.2	3	25
CC(OC(=O)CCCc1nc2ccccc2s1)C(N)=O (configuration not stated)	-0.1	-4	2.9	-2	2	1.1	-1.0	4	6
Cc1nccc(-c2cccc(NC(=O)c3ccccc3Cl)c2)n1	1.6	-5	0.8	-1	1	0.9	0.4	2	-39
Cc1ccc(NC(=O)c2cc([N+](=O)[O-])ccc2NCc2cccnc2)cc1	-0.6	-9	0.4	1	21	-0.2	-1.7	6	26
CCn1c(NC(=O)c2ccc(COc3ccc(C)cc3[N+](=O)[O-])o2)nc2ccccc21	-0.6	-10	0.5	-1	18	0.6	-1.1	0	-28
N#CCC(=O)N/N=C/c1coc2ccccc2c1=O	0.4	6	1.7	-2	-27	0.9	1.2	0	1
CSc1nnc2ccc(-c3cccs3)nn12	1.0	-18	0.8	1	-78	0.7	-1.1	4	-1
Cc1nc(-c2cc(C#N)c(Sc3ccc(Cl)cc3Cl)nc2C)cs1	0.2	10	0.0	-4	5	0.1	-3.6	3	-23
CCOC(=O)N1CCC(N(C(=O)Nc2ccc(Cl)c(Cl)c2)C(C)CC)CC1 (configuration not stated)	0.6	-8	-0.5	-3	15	1.2	2.0	3	-15
Cc1cc(C)c(C(=O)CSc2nc3ccccc3c(=O)[nH]2)cc1C	0.1	-2	3.6	-2	-16	-0.1	-2.0	7	-51
O=C(COc1ccc([N+](=O)[O-])cc1)Nc1ccccc1N1CCCC1	0.0	6	-2.2	1	4	0.1	-0.6	7	7
CCCc1cc(=O)n2[nH]c(NCc3ccc(Cl)cc3Cl)nc2n1	0.0	-3	1.2	-3	9	4.8	0.3	2	38
Cc1c(C(=O)NCCSCc2ccco2)cccc1[N+](=O)[O-]	1.0	-3	-1.9	0	3	0.6	-0.5	2	-23
Cc1cccc(C)c1OCCCCn1cnc2ccccc2c1=O	0.0	-11	-0.9	0	13	1.0	1.1	9	10
Cc1cc(=O)oc(C)c1C(=O)NC1CCCCCCC1	0.2	9	0.3	-2	6	0.0	-1.3	5	29
O=C(NCC1CCCO1)c1ccc(CSCc2cccc(F)c2)o1 (configuration not stated)	0.4	4	-0.9	2	-39	-0.4	-0.5	3	-45
